Compound activity (PubChem)
NALP1 yeast inh – inhibitors of NALP1 inflammasome in yeast. AID 2071. S. cerevisiae NALP1/ASC/caspase-1 growth, X-gal OD620, 72 h. inhibition, % at 10 µM. 0.61% of 280,000 active; in the data active means inhibition mostly above about 24%, no sharp cut-off; inactive means mostly below about 32%; further: some compounds called inactive have numbers as strong as hits
MEKK3 PB1 HTS – MEKK3-MEK5 PB1 interaction, increase or decrease; binding response (% of control), % at 10 µM; AID 1529; Q99759; 1.4% of 290,000 active; bead-based flow cytometry, Alexa488-MEK5 binding to MEKK3; actives lie on both sides; 0 = blocked by unlabeled MEK5, 100 = vehicle;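 active means binding response more than 3 SD above or below the average of its plate-row segment, actives on both sides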;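 further: Alexa488 bead fluorescence after subtracting the streptavidin-only scavenger bead signal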
Target sequence (Q99759 whole entry, looked up): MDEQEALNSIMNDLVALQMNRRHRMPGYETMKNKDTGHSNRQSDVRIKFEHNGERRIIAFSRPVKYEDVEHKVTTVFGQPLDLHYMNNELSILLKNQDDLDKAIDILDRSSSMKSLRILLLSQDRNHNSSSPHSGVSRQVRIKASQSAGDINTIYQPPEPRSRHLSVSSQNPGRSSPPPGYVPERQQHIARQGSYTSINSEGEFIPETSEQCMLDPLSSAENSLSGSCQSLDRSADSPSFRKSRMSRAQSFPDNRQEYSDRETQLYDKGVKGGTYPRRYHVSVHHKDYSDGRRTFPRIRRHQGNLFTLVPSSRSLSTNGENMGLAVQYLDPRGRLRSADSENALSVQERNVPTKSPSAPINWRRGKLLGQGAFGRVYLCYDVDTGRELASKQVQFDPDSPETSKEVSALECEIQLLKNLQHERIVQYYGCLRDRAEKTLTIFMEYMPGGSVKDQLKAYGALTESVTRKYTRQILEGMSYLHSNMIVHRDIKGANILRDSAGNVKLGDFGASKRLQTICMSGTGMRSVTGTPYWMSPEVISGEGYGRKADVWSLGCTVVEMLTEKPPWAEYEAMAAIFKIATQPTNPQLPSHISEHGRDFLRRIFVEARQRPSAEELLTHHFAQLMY
IDE inh – cellular human IDE inhibition; P14735; HEK cells, FAbetaB cleavage, fluorescence polarization; AID 434962; 0.41% of 320,000 active; inhibition, % at 5.59 µM;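 active means percent inhibition above the average of all tested compounds plus 3 SD, set per screening campaign, cut at about 16% in these data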;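 further: IDE supplied by intact live HEK cells; FP after avidin binding of uncleaved biotin substrate so inhibition keeps polarization high; 0% = DMSO wells and 100% = 60 µM reference IDE inhibitor Ii1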
MEKK2 mut-MEK5 – signal of MEK5 binding to mutant human MEKK2 PB1 domain; bead flow cytometry, Alexa488-MEK5 binding to MEKK2 mutant; percent response, % at 10 µM; 0.35% of 290,000 active; AID 1530; in the data active means percent response above about 24%, passing the limit was not always enough; further: inactives centre near 1; some results filed as inactive read as strong as hits; reference of the scale not given here
M18AAP inhibitor – PfM18AAP enzyme inhibition. recombinant PfM18AAP, H-Glu-NHMec fluorogenic cleavage. inhibition, % at 7.35 µM. 1.2% of 290,000 active;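 active means inhibition above the campaign mean inhibition over all tested compounds plus 3 SD, cut at about 28% in these data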;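 further: 0% = plate median of test compound wells and 100% = 2 mM ZnCl2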
IDE act – IDE (human) activation, cell-based | P14735 | HEK cells, FAbeta-B cleavage, fluorescence polarization; 0% vehicle, 100% cell-free pure enzyme wells | activation, % at 5.96 µM | 0.073% of 340,000 active | AID 493087;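 active means activation above the mean of all tested compounds plus 3 SD, set per screening campaign, cut at about 17% in these data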
p-CIP stab down – p/CIP protein destabilization | AID 1984 | Q05BA5 | F442A p/CIP-EGFP cells, EGFP fluorescence, 16 h | decrease of EGFP signal, % at 10 µM | 0.01% of 290,000 active;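 active means EGFP signal decrease of at least 30% at 10 µM or well 3 SD below plate mean, unless failing retest; inactive means the rest, including hits failing retest or dose response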; further: some compounds called inactive have numbers as strong as hits; many of its hits are not listed in these tables
SUMO HTRF inh – inhibitors of human SUMOylation (UBC9); AID 2006; HTRF SUMOylation assay, SAE1/SAE2 + UBC9, in vitro; 0.36% of 290,000 active; inhibition, % at 35 µM; in the data active means inhibition above about 50%, passing the limit was not always enough; further: strong numbers were not always called active
Target sequence (P63279 whole entry, looked up): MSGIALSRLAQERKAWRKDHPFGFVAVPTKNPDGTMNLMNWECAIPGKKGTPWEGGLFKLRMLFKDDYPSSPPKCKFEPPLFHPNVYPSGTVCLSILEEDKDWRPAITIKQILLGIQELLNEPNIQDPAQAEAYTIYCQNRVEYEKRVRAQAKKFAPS
MEKK2 WT-MEK5 – raises or lowers MEK5 binding to wildtype human MEKK2 PB1 domain; Q9Y2U5; bead flow cytometry, Alexa488-MEK5 binding to MEKK2 WT; actives lie on both sides; binding response (% of control), % at 10 µM; 1.1% of 290,000 active; AID 1531; in the data active means binding response below about 67% or above about 130%
An asterisk follows results filed as active; / = not tested or not shown; & = joins results of further samples. Some of the compounds tested; count on the stated rates, not on these rows.

SMILES	NALP1 yeast inh	MEKK3 PB1 HTS	IDE inh	MEKK2 mut-MEK5	M18AAP inhibitor	IDE act	p-CIP stab down	SUMO HTRF inh	MEKK2 WT-MEK5
Cc1cc(C(=O)N2CCN(c3ncccn3)CC2)c2cc(F)ccc2n1	12	91	4	-5	-11	3	-7	6	85
CCC/C(O)=C1\C(=O)CC(C)(C)CC1=Nc1ccccc1OC	26	102	6	8	/	-6	0	14	100
COc1ccccc1OCc1nc(-c2ccc([N+](=O)[O-])cc2)no1	22	103	-4	-1	0	3	2	0	98
O=S(=O)(Nc1cccc(S(=O)(=O)N2CCOCC2)c1)c1cccs1	17	100	-1	3	-2	8	6	4	106
O=C(Nc1ccc2c(c1)OCCO2)C1CC(c2ccccc2Cl)=NO1 (stereo not drawn)	21	95	8	-2	-9	0	-7	2	92
Cc1nnc(SCC(=O)NC2CCS(=O)(=O)C2)n1-c1ccccc1 (stereo not drawn)	-3	105	0	1	-7	4	-3	5	102
Cn1cc(C(=O)c2ccc(F)cc2)cc1-c1nc2ccccc2n1C	10	99	1	0	2	1	-4	14	103
OC1(c2ccc(Cl)c(Cl)c2)C[n+]2ccccc2N1Cc1ccccc1 (stereo not drawn)	14	102	-2	9	-1	3	-6	12	115
CC1CCCC(C)N1C(=O)CSc1nnc(CSc2ncccn2)n1C (stereo not drawn)	14	102	4	6	2	1	-5	10	105
O=C(N/N=C/c1cccnc1)c1ccc2c(c1)OCO2	11	103	2	3	3	-1	-10	10	98
CCc1ccc(NC(=O)CCC(=O)c2ccccc2)cc1	7	100	2	0	-13	-2	-8	7	105
Cc1nn(S(=O)(=O)N(C)C)c(C)c1CN1C(=O)c2ccccc2C1=O	13	96	0	-4	-2	-2	-4	21	97
O=C(Cc1cccc2ccccc12)N/N=C/c1ccc2cccc(O)c2n1	/	111	7	1	7	-10	-4	-11	97
Cc1ccc(C(=O)c2c3ccc(C(F)(F)F)cc3[n+]([O-])n2CCC(N)=O)cc1	32	102	-2	-4	1	4	-9	3	98
CC(C)(C)c1cc2ncnc(N3CCCCC3)c2s1	12	102	1	0	7	2	2	5	103
Cc1cc(/C=C(/C#N)c2cccc(F)c2)c(C)n1-c1cccnc1	1	102	2	3	5	-4	-8	11	104
COc1ccc(N2CCN(c3oc(-c4ccc(OC)c(OC)c4)nc3C#N)CC2)cc1	12	98	1	5	-10	5	-3	2	101
C=CCOC(=O)C1=C(C)NC(SCC(=O)NC(=O)OCC)=C(C#N)C1c1cccnc1 (stereo not drawn)	13	102	3	3	10	-2&1	0	18	99
Cc1ccc(-c2c(C)sc3nc[nH]c(=O)c23)cc1C	2	104	11	3	3	3	-5	1	97
Cc1cccn2cc(-c3ccc(Cl)cc3)nc12	6	102	5	-1	-3	2	-2	18	103
COC(=O)C1=C(N)c2c(F)cccc2C1(C#N)c1ccccc1 (stereo not drawn)	-3	99	1	-1	-7	5	-4	15	98
O=C(Nc1nnc(COc2ccc(Br)cc2)s1)c1ccco1	/	90	2	-3	1	2	-4	9	97
COc1ccc(N2CCN(c3nc(NCCc4ccc(OC)c(OC)c4)nc(OC)n3)CC2)cc1	0	98	4	3	-5	-1	-14	-4	99
COc1nc(-c2ccccc2)ncc1S(=O)(=O)c1ccccc1	9	103	2	2	5	0	-2	7	101
CCCCCCOC(=O)C[N+](C)(C)CCOC1CC2CCC1(C)C2(C)C (stereo not drawn)	32	113	-5	14	3	4	-33	13	202*
COc1ccccc1-c1ccc(SCC(=O)NC2CCCCC2)nn1	16	102	3	2	-1	1	-2	14	105
CCOC(=O)N1CCN(C(=O)Cn2nc(C)n3nc(-c4ccc(OC)cc4)cc3c2=O)CC1	-10	92	2	-1	1	7	-5	14	93
N#CC(c1ccc(Cl)cc1)N1CCOCC1 (stereo not drawn)	4	/	-2	/	-9	6	12	-10	/
O=C(NCc1ccncc1)c1ccc(Cl)c(S(=O)(=O)N2CCOCC2)c1	11	104	-6	3	7	3	-5	8	108
Cc1ccc(S(=O)(=O)NCCN2CCOCC2)s1	3	103	6	7	-5	4	17	0	105
Cc1ccc(C(C)C)c(OCCNCCc2ccccc2)c1	-6	112	0	9	-10	-3	-29	1	160*
O=C(Nc1ccc2c(c1)OCO2)C1CCN(S(=O)(=O)c2cccc3cccnc23)CC1	2	105	4	3	-7	0	-9	20	106
Cc1c(C(=O)c2ccc(N(C)C)cc2)c2ccccn2c1CCC#N	16	97	2	-11	18	3	2	10	88
O=C(CNC(=O)c1[nH]cnc1C(=O)NC(c1ccccc1)c1ccccc1)OCc1ccccc1	17	100	-3	-5	3	6	-7	-27	91
Cn1nc(C(=O)Nc2nc(-c3ccc(F)cc3)cs2)ccc1=O	6	103	5	3	-3	-5	-14	13	108
CCc1ccc(NC(=S)NCc2ccccc2)cc1	19	118	1	-4	3	8	-5	1	108
COc1ccc(S(=O)(=O)NC(C)C(=O)Nc2cccc([N+](=O)[O-])c2)cc1 (stereo not drawn)	8	100	0	2	-7	6	-16	11	104
CCN(CC)S(=O)(=O)c1ccc(NC2c3ccccc3C(=O)N2Cc2ccc3c(c2)OCO3)cc1 (stereo not drawn)	5	96	5	-5	4	2	8	-3	96
CCOC(=O)C(NC(=O)c1ccccc1)=C1CCCCC1	-9	105	1	9	7	8	3	18	105
COc1ccc(/C=C/C(=O)c2c(C)nc3ccccn23)cc1	17	104	4	2	-2	1	1	-9	103
COc1ccc(-c2nnc(SCC(=O)c3ccc[nH]3)o2)cc1	-5	101	-6	3	12	0	10	-16	103
OCC(C#CCN1CCCCC1)NCc1ccccc1 (stereo not drawn)	6	96	1	-5	-1	9	-7	-4	98
C[C@H](NC(=O)[C@@H]1Cc2ccccc2CN1)C(=O)NC1CCCCC1	2	104	-7	11	14	-6	-2	6	104
COc1cccc(C2CC(c3ccccc3OC)n3ncnc3N2)c1 (stereo not drawn)	11	99	3	-2	-5	1	-20	19	99
O=C(Nc1ccc(-c2csc(Nc3cccc(C(F)(F)F)c3)n2)cc1)c1ccccc1	/	106	0	3	/	6	1	2	105
COCCn1cc(C(=O)NCCN(C)C)c2c3ccccc3n(C)c2c1=O	0	102	2	5	-1	2	9	6	108
Cc1ccc2c(c1)N(C(=O)CCC(=O)NCc1cccc(Cl)c1)CC(C)O2 (stereo not drawn)	18	99	0	-3	0	6	-14	9	98
CSCC[C@H](NC(=O)NCCc1ccc(F)cc1)C(=O)O	8	86	0	-9	7	4	-11	8	92
Cc1ccc(CN(CC(=O)NC(C)(C)C)C(=O)CNC(=O)c2cccs2)cc1	-5	105	-2	-3	3	11	-8	4	98
COC(=O)Cc1c(C)c2ccc(OCC(=O)c3ccc(OC)c(OC)c3)cc2oc1=O	10	97	1	4	9	/	-7	5	94
CC(C)c1ccc(NC(=S)N2CCN(C)CC2)cc1	7	101	/	-1	-4	-3	1	-3	99
Cc1cc(C)nc(/N=C2\NC(=O)CC(C(=O)O)N2CCc2c[nH]c3ccccc23)n1 (stereo not drawn)	-8	106	3	8	5	-4	-8	10	102
CCC[N+](CC#Cc1ccccc1)(CCC)CC(=O)OCC	16	96	-2	-2	-1	6	-10	19	100
CC(C)(C)c1ccc(C(=O)N2CCC(C(=O)NCC3CCCO3)CC2)cc1 (stereo not drawn)	-8	101	-2	-3	8	1	-26	-4	98
Cc1nn(Cc2ccccc2)c2c1C(c1ccco1)C(C#N)=C(N)O2 (stereo not drawn)	8	100	7	2	-18	-2	2	-12	99
Cc1cc(C)c(C(=O)CSc2nnc(-c3ccccc3Br)o2)cc1C	1	98	/	0	-3	3	-7	-42	96
O=C(Nc1ccccc1O)c1ccc(C(=O)c2ccccc2)o1	-19	115	-1	13	6	-4	-9	7	109
Cc1nc2ccccc2c(=O)n1NC(=O)Cc1ccc([N+](=O)[O-])cc1	-1	71	0	-26	-18	6	6	4	69
CC(=O)/C(C(=N)N1CCN(Cc2ccccc2)CC1)=C(\C)O	12	91	-5	-2	8	4	-8	-1	100
CC(=NC1CCN(Cc2ccccc2)CC1)c1c(O)[nH]c(=O)[nH]c1=O	-5	99	-5	0	0	4	-8	-5	105

As entered above.
In p-CIP stab down, Cc1ccc(CN(CC(=O)NC(C)(C)C)C(=O)CNC(=O)c2cccs2)cc1 has the entry -8
In MEKK2 mut-MEK5, COc1ccccc1OCc1nc(-c2ccc([N+](=O)[O-])cc2)no1 has the entry -1

Next section:
SMILES	NALP1 yeast inh	MEKK3 PB1 HTS	IDE inh	MEKK2 mut-MEK5	M18AAP inhibitor	IDE act	p-CIP stab down	SUMO HTRF inh	MEKK2 WT-MEK5
COc1cc(O)c(C(CC(=O)N2CCCCC2)c2cc(OC)c(OC)c(OC)c2)c(OC)c1 (stereo not drawn)	2	109	-1	5	/	-2	-14	3	126
O=C(N/N=C\c1cn[nH]c1-c1ccccc1)c1ccc([N+](=O)[O-])cc1	34	109	6	4	6	0	-6	15	106
Cc1ccc(CC(=O)Nc2ccncc2)cc1	8	92	-1	-7	-7	3	-48	7	90
CCCc1cc(=O)oc2cc(C)cc(OCC(=O)O)c12	-31	82	-4	-9	-17	6	-1	43	81
COc1ccc(S(=O)(=O)NCc2ccc(F)cc2)cc1OC	11	98	2	-8	-15	2	-2	2	96
Cc1c(CC(=O)NCC(=O)N[C@H](Cc2ccccc2)C(=O)O)c(=O)oc2cc(O)ccc12	21	99	-3	-3	-2	8	6	45	98
O=C(Nc1ccc(COc2ccccc2)cc1)Nc1cccc(C(=O)O)c1	7	103	0	1	-9	2	-5	9	97
Cc1cccc(C)c1OCC(=O)N(Cc1cccs1)C1CCS(=O)(=O)C1 (stereo not drawn)	4	92	-2	-2	-1	-1	10	6	96
CCc1ccccc1NC(=O)c1ccc(-c2csc(C)n2)cc1	5	103	6	3	-1	-6	1	0	104
CN(c1ccccc1)c1nc2ccsc2c(=O)s1	22	100	6	0	4	0	-6	-4	100
COc1ccc(/C=C/c2c([N+](=O)[O-])c(=O)n(C)c(=O)n2C)cc1	-10	100	1	-3	4	-3	9	13	96
CCCCn1c(C)cc(/C=C(\C#N)C(=O)O)c1C	32	102	2	-2	2	4	-5	8	101
Cc1ccc(S(=O)(=O)NC(C)C(=O)Nc2cccc([N+](=O)[O-])c2)cc1 (stereo not drawn)	12	101	0	0	-7	7	-4	15	101
Cc1cc(C)nc(/N=C(\N)N2CCCCCC2)n1	17	106	-1	4	-8	2	4	5	103
CC1=C(C#N)c2nc(N)c(C#N)c(C)c2/C1=C\c1ccc(-c2ccccc2C(=O)O)o1	-12	95	/	-3	18	7	-5	40	91
Cc1ccc2c(c1)N(CC(=O)NC1CCCC1)C(=O)c1cccnc1O2	30	100	3	-1	2	0	5	2	103
O=C(c1cnc(Cl)c(Cl)c1)N1CCN(S(=O)(=O)c2ccc(F)cc2)CC1	11	98	5	-5	-8	-4	10	-16	96
CC1(c2ccccc2)CC(C)(C)N2C(=O)C(=O)c3cccc1c32 (stereo not drawn)	16	92	1	2	0	6	6	-3	98
Cc1cc(C)cc(OC(C)C(=O)Nc2ccccc2C(=O)NCc2cccnc2)c1 (stereo not drawn)	-26	102	4	2	1	0	-10	5	102

Gathered by group: the compounds so far with a tert-butyl group.
SMILES	NALP1 yeast inh	MEKK3 PB1 HTS	IDE inh	MEKK2 mut-MEK5	M18AAP inhibitor	IDE act	p-CIP stab down	SUMO HTRF inh	MEKK2 WT-MEK5
CC(C)(C)c1cc2ncnc(N3CCCCC3)c2s1	12	102	1	0	7	2	2	5	103
Cc1ccc(CN(CC(=O)NC(C)(C)C)C(=O)CNC(=O)c2cccs2)cc1	-5	105	-2	-3	3	11	-8	4	98
CC(C)(C)c1ccc(C(=O)N2CCC(C(=O)NCC3CCCO3)CC2)cc1 (stereo not drawn)	-8	101	-2	-3	8	1	-26	-4	98
